Bioassay records from PubChem.
EBI2 antag: blocks human EBI2 receptor beta-arrestin signaling. P32249. EBI2 beta-arrestin recruitment, luminescence, 7a,25-OHC stimulated. inhibition, % at 5 µM. 360,000 tested, 0.81% active; in the data active means inhibition above about 38%;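 further: enzyme fragment complementation signal reports receptor beta-arrestin coupling in cells; 0% = agonist plus DMSO wells and 100% = wells without agonist; some results beyond the cut were filed as inactive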
APJ agonist: APJ receptor agonism; activation, % at 20 µM; 330,000 tested, 0.11% active; P35414; CHO-K1 APJ PathHunter beta-arrestin, luminescence; 0% DMSO wells, 100% apelin; AID 2520;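 active means activation more than six SD over the plate average, tested at 20 µM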;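 further: 0% = DMSO alone and 100% = apelin-13 at 10 nM; some results filed as inactive read as strong as hits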
Target sequence (P35414 whole entry, looked up): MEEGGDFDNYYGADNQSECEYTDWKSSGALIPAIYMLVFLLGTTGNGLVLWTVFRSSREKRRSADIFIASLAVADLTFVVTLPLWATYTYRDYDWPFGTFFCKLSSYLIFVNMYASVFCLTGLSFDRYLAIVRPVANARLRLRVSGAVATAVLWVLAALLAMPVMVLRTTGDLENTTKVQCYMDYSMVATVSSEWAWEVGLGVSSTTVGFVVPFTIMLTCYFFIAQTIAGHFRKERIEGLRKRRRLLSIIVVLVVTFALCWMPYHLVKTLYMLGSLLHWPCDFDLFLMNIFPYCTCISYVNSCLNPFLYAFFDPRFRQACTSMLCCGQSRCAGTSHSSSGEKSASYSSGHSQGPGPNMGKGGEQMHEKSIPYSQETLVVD
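Incubation: overnight seeding, 90 min compound at 25 °C, 1 h detection; test system: PathHunter CHO-K1 APJ (AGTRL-1) beta-arrestin reporter cells; amount: 1000 cells/well; doses: one dose, 20 µM compound, 1% DMSO; measured by: beta-gal luminescence; measure: agonist-driven arrestin binding to APJ; benchmarks: negative DMSO alone, positive Apelin-13 at 10 nM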
CXCR6 block: CXCR6 (human) receptor inhibition; O00574; CHO-K1 PathHunter CXCR6 beta-arrestin, luminescence; inhibition, % at 20 µM; 360,000 tested, 0.36% active; in the data active means inhibition above about 34%, passing the limit was not always enough;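 further: antagonist mode with CXCL16 agonist at 10 nM final; 0% = 10 nM CXCL16 with DMSO and 100% = unstimulated wells without agonist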
Target sequence (O00574 whole entry, looked up): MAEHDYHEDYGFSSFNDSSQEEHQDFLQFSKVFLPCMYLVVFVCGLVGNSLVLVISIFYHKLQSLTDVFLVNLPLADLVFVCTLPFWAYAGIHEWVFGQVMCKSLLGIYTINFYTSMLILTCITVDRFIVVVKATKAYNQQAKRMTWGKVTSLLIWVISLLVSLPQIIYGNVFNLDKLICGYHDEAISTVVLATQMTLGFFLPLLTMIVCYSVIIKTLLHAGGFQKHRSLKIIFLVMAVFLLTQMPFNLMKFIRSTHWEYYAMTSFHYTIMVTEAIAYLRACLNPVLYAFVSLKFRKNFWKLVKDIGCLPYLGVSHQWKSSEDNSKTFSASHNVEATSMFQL
APJ antag: antagonists of human APJ apelin receptor. P35414. CHO-K1 APJ beta-arrestin complementation, luminescence. inhibition, % at 20 µM. 330,000 tested, 0.32% active;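 active means inhibition above about 40% at 20 µM, limit read from the data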;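 further: cells challenged with 10 nM apelin-13 agonist together with compound; plate controls were apelin-13 plus DMSO wells for no effect and DMSO wells lacking apelin-13 for full effect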
ATG4B inhibitor: blocks human ATG4B protease cleavage of LC3 substrate; Q9Y4P1; ATG4B cleavage of LC3-PLA2, NBD-HPC fluorescence, 1 h; inhibition, % at 8.33 µM; 340,000 tested, 0.51% active; AID 504462; in the data active means inhibition above about 40%
Gli-Sufu antag: antagonists of Gli-Sufu signaling; 340,000 tested, 0.74% active; AID 588413; inhibition, % at 5 µM; Sufu-KO-LIGHT fibroblasts, Gli luciferase reporter luminescence;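 active means inhibition above about 55%, limit read from the data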;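 further: 0% = DMSO-treated cells and 100% = wells with medium but no cells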
UBC13 polyUb: human UBC13 polyubiquitination inhibition. P61088. UBC13 polyubiquitin chain formation, TR-FRET. inhibition, % at 20 µM. 330,000 tested, 0.47% active. AID 485273; in the data active means inhibition above about 45%, passing the limit was not always enough
CCR6 antagonist: CCR6 (human) receptor antagonism; CHO-K1 CCR6 PathHunter beta-arrestin, luminescence, CCL20-stimulated; inhibition, % at 20 µM; 340,000 tested, 0.49% active; AID 493098;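 active means compounds whose inhibition of the agonist-driven luminescence signal at 20 µM reaches about 50%, limit read from the data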;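 further: cells stimulated with CCL20 at 14 nM final; plate controls were DMSO with CCL20 for no effect and DMSO without agonist for full effect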
Target sequence (P51684 whole entry, looked up): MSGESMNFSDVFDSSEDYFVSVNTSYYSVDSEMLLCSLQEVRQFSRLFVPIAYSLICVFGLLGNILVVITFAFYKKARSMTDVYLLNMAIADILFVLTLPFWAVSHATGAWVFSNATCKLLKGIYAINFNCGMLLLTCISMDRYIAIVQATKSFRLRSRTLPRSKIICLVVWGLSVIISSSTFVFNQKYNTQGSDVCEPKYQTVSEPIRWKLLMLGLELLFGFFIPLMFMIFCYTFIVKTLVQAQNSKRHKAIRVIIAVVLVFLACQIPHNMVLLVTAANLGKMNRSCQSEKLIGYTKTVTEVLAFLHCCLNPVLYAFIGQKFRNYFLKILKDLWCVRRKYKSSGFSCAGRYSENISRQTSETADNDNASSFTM
Active calls of the source: *; nt = no result given.

SMILES	EBI2 antag	APJ agonist	CXCR6 block	APJ antag	ATG4B inhibitor	Gli-Sufu antag	UBC13 polyUb	CCR6 antagonist
Cc1ccc(-c2nc3cccnc3s2)cc1NC(=O)C1c2ccccc2Oc2ccccc21	-2	1	1	-6	3	12	1	17
C=CCCC(=O)Nc1nc(C)c(-c2csc(Nc3cc(Cl)ccc3OC)n2)s1	5	-6	-10	-62	1	0	-19	-5
Cc1nn(-c2ccccc2)c(C)c1/C=N/n1c(-c2ccncc2)n[nH]c1=S	-16	-3	-5	7	-3	0	-30	6
CCOC(=O)c1c(C)nc(C)c(C(=O)OCC)c1-c1cccc(N)c1	1	-3	-5	-5	-6	-1	7	-4
CC(=O)Nc1nnc(-c2ccccn2)o1	-3	-1	-7	4	-1	-6	-8	4
COc1ccc(C(=O)N/N=C(\C)c2cccc(NC(=O)c3ccc(F)cc3)c2)c(OC)c1	-5	-4	4	-12	-8	-4	-10	22
Cc1ccc(S(=O)(=O)OCCC2=CC(=O)CCN2Cc2ccccc2)cc1	-2	1	-2	6	5	5	15	7
CC1(C)OC(=O)N(NCc2ccccc2)C1(C)O (centres undefined)	-6	-2	3	-26	0	nt	5	4
Cc1ccc2cccc(OCc3ccc(Br)cc3)c2n1	13	0	4	-7	-7	-1	2	19
O=C(NCc1ccccc1)C(=O)NCC1COc2ccccc2O1 (centres undefined)	-6	-3	-5	17	10	-15	6	7
CCCc1ccc2oc(C(=O)NCCN3CCCC(C(N)=O)C3)c(C)c2c1 (centres undefined)	-6	3	1	1	-1	22	5	11
O=C(CSc1nc2[nH]c(=O)cc(O)c2s1)Nc1ccc(Cl)c(C(F)(F)F)c1	-2	-4	-4	-22	-3	-5	-31	13

Of the compounds above, these contain two or more sulfur atoms.
SMILES	EBI2 antag	APJ agonist	CXCR6 block	APJ antag	ATG4B inhibitor	Gli-Sufu antag	UBC13 polyUb	CCR6 antagonist
C=CCCC(=O)Nc1nc(C)c(-c2csc(Nc3cc(Cl)ccc3OC)n2)s1	5	-6	-10	-62	1	0	-19	-5
O=C(CSc1nc2[nH]c(=O)cc(O)c2s1)Nc1ccc(Cl)c(C(F)(F)F)c1	-2	-4	-4	-22	-3	-5	-31	13

Next part:
SMILES	EBI2 antag	APJ agonist	CXCR6 block	APJ antag	ATG4B inhibitor	Gli-Sufu antag	UBC13 polyUb	CCR6 antagonist
O=C(CNC(=O)c1ccccc1)OCC(=O)c1ccc(Cl)s1	6	-7	0	34	-6	-1	6	20
O=C(CSc1nnc(-c2ccccc2)o1)NC1CC1	-1	3	-10	18	8	-28	2	-2
CCOC(=O)COc1nc(-c2ccccc2)cc(-c2ccco2)c1C#N	0	-5	9	0	-8	-3	4	18
CC1CN(CC(=O)Nc2ccc(S(N)(=O)=O)cc2)CC(C)O1 (centres undefined)	-7	-4	-1	3	4	45	2	2
CCOc1ccccc1N(CC(=O)N1CCc2ccccc2C1)S(C)(=O)=O	8	-5	-6	9	-5	-2	-1	12
C[C@H](NC(=O)C1CCN(S(=O)(=O)c2ccccc2)CC1)C(=O)NCc1ccc(F)cc1	10	-5	-2	6	-7	3	0	14
Cc1cc(C)nc(N2CCN(c3ccc(F)cc3)CC2)n1	-5	-2	-7	10	-1	-5	5	5
COc1ccc(NC(=O)C2CCCN(S(=O)(=O)c3cccnc3)C2)c(OC)c1 (centres undefined)	-3	-2	-11	5	0	1	3	-7
CCC(Oc1ccccc1)C(=O)Nc1ccccc1N1CCCC1 (centres undefined)	12	-4	4	0	35	2	10	16
CC(=O)Nc1sc2c(c1C#N)CCC(C)C2 (centres undefined)	2	-5	6	-13	-6	-3	6	-5
COc1ccc([C@H]2CC(=O)C=C(c3ccc4c(c3)OCO4)C2)cc1	35	-4	-4	9	2	-17	19	13
O=C(Nc1ccc(C(=O)N2CCCC2)cc1)c1cccc(C(F)(F)F)c1	-19	-5	2	-1	-2	8	4	7
CCc1c(O)cc2n(c1=O)-c1ccc(Cl)cc1C2(C)C	-12	0	-1	7	3	4	6	-4
Cc1cccc(OCC(=O)N/N=C/C=C/c2ccco2)c1	-5	-3	-1	28	1	-11	-15	22
O=[N+]([O-])c1ccc(Oc2ccc(S(=O)(=O)Nc3ccccc3)cc2)cc1	0	-2	7	1	-10	20	7	25
COc1ccc(NS(=O)(=O)c2ccc(C)c(C(=O)NCC(c3ccco3)N3CCCCC3)c2)cc1 (centres undefined)	-9	-3	1	10	-1	13	4	5
CN1CCCCCC1=NC1=C(C#N)CCCC1	-1	-6	1	-10	0	-2	4	2
COC(=O)C(NS(=O)(=O)c1ccc(C)cc1)c1ccccc1 (centres undefined)	1	-3	-11	-8	-5	-12	-15	-7
COc1ccc(OCCCC(=O)NCc2ccco2)cc1	-8	3	-3	-10	-11	-1	-10	4
Cc1ccc2nc(SCC(=O)Nc3ccc4sc(C)nc4c3)c(C#N)cc2c1	21	1	-4	11	2	-69	-12	-6
Cc1cccc(N(CC(=O)NC2CCCCC2)C(=O)c2ccc(C)s2)c1	-4	1	-3	2	-5	5	-2	9
COc1ccccc1N1CCN(CCCCOc2c(OC)cccc2OC)CC1	-4	-1	1	-5	-9	20	-14	12
O=C(CCCCCCCC(=O)N1CCCC1)N1CCCC1	-2	nt	3	nt	3	4	nt	8
CCN=C1SC(C(=O)Nc2cccc(Cl)c2)CC(=O)N1CC (centres undefined)	-5	-1	5	-5	5	0	-10	-8
Nc1ccc2nc3c(c(Cl)c2c1)CCCC3	-10	5	4	-9	-8	-6	-2	-3
O=C(COC(=O)c1ccco1)NC1CCCC1	-5	3	-5	-7	-3	-5	-2	9
Nc1nc(-c2ccccc2)c(-c2ccccc2)o1	-3	-4	-6	-1	-4	15	7	7
CCOC(=O)C1(CCOc2ccccc2)CCN(Cc2ccc(OC)cc2)CC1	6	nt	-8	nt	0	11	nt	10
CCN1C[C@@H]2[C@@H]3C(=O)N(C)C(=O)[C@@H]3[C@](Cc3ccccc3)(C1=O)N2C(=O)c1ccc(C(C)(C)C)cc1	-9	nt	-5	nt	-12	-4	nt	6
COc1ccc(C(=O)Nc2cc(Cl)cc(Cl)c2)c(OC)n1	2	1	0	-6	-6	17	-6	16
COc1cc(CNc2ccc(N3CCOCC3)cc2)cc(Br)c1OC	1	3	-11	-11	3	5	3	-7
Cc1cccc(NC(=O)CSc2nnc(C)c(C)n2)c1	-10	-4	1	-6	-2	-22	-5	-6
Cc1cc(F)c(F)cc1C(=O)N1CCCC1	5	0	1	-9	-13	-8	-12	11
CC(C)CCc1noc(CN2CCN(CC(=O)NC(C)C)CC2)n1	-2	-4	-7	8	8	-1	-7	-3
COc1ccccc1CNC(=O)CCNC(=O)Cn1ccc2ccccc2c1=O	-3	-1	3	10	0	1	4	-8
COc1ccc(C(O)Cn2cc([N+](=O)[O-])nc2C)cc1 (centres undefined)	1	-4	7	6	1	-3	1	6
CC(C)COc1ccc(C(=O)Nc2ccc(NC(=O)c3ccco3)c(Cl)c2)cc1	4	2	-6	-1	-7	0	10	-24
CCOc1ccccc1C1N(c2ccc(OC)cc2)C(=O)C2CCCN21 (centres undefined)	1	-3	-4	-5	-11	-1	2	11
CCOC(=O)C1=C(COC(=O)COc2ccccc2C=O)NC(=O)NC1C (centres undefined)	-3	-2	3	18	4	-1	-19	2
Cc1cc(C(=O)COC(=O)C2=NNC(=O)CC2)c(C)n1-c1ccccc1	-4	-4	-1	-2	-9	-5	7	3
Cc1ccc(-c2cc(C(F)(F)F)nn2-c2ccc(S(N)(=O)=O)cc2)cc1	5	9	2	-8	3	-7	-2	15
O=C(NCc1ccc(F)cc1)c1ccc2c(=O)n3c(nc2c1)CCCCC3	0	-1	-4	-8	12	-2	6	-10
CNc1nc(-c2ccc3c(c2)CCN3C(=O)CC(C)(C)C)c(C)s1	4	2	6	-1	-3	-24	-15	5
O=C(COC(=O)c1c2c(nc3ccccc13)/C(=C\c1ccco1)CC2)NC1CCCC1	-1	nt	17	nt	5	10	nt	27
CCCCNC(=O)CSc1nccn1Cc1ccccc1	-4	2	0	0	0	0	-6	-6
Cc1ccc(C(=O)Nc2ccc(N3CCN(C(=O)c4ccco4)CC3)cc2)c(Cl)c1	17	-2	3	10	-15	-12	4	11
COc1ccc(OC)c(C(=O)NC(CC(N)=O)c2ccc(NCCOc3ccccc3)c([N+](=O)[O-])c2)c1 (centres undefined)	-18	0	9	-52	7	-8	-2	10
Oc1cccc(/C=N/N=C/c2cccc(O)c2O)c1O	14	4	6	1	-10	16	-8	11

By substructure: those above with a nitro group on carbon (3)
SMILES	EBI2 antag	APJ agonist	CXCR6 block	APJ antag	ATG4B inhibitor	Gli-Sufu antag	UBC13 polyUb	CCR6 antagonist
O=[N+]([O-])c1ccc(Oc2ccc(S(=O)(=O)Nc3ccccc3)cc2)cc1	0	-2	7	1	-10	20	7	25
COc1ccc(C(O)Cn2cc([N+](=O)[O-])nc2C)cc1 (centres undefined)	1	-4	7	6	1	-3	1	6
COc1ccc(OC)c(C(=O)NC(CC(N)=O)c2ccc(NCCOc3ccccc3)c([N+](=O)[O-])c2)c1 (centres undefined)	-18	0	9	-52	7	-8	-2	10

(more compounds)
SMILES	EBI2 antag	APJ agonist	CXCR6 block	APJ antag	ATG4B inhibitor	Gli-Sufu antag	UBC13 polyUb	CCR6 antagonist
O=C(NCCc1c[nH]c2ccccc12)c1cnc2sccn2c1=O	-2	-2	-2	9	5	-58	5	3
CCOC(=O)c1ccc(NC(=O)c2nc[nH]c2C(=O)NCC(=O)OC(C)(C)C)cc1	-31	4	7	-6	-15	-4	52*	-8
O=C(CN(CCc1ccccc1)C(=O)CNS(=O)(=O)c1ccc(F)cc1)NCC1CCCO1 (centres undefined)	-3	0	-7	4	0	0	-2	1
Cc1[nH]c(=O)c(C#N)c(C)c1CCC(=O)Nc1cc(S(C)(=O)=O)ccc1Cl	-15	2	-4	0	0	9	-4	-1
COc1cc(/C=N/n2cnnc2)ccc1OCc1ccc(C)cc1	3	-1	-7	-10	-8	-18	-10	8
c1ccc(-n2nnnc2SCc2cccc(CSc3nnnn3-c3ccccc3)n2)cc1	13	-1	18	17	0	23	6	20
O=C(O)c1ccccc1C(=O)c1ccc(-c2ccccc2)cc1	-5	-5	-1	6	-1	-11	-11	2
CC(C)Cn1cnc2c(SCc3ccccn3)nc(N)nc21	6	nt	-7	nt	-1	0	nt	12
CC(C)C(=O)Nc1ccc(COc2ccccc2CN(Cc2ccccc2)C(=O)OC(C)(C)C)cc1	9	nt	-3	nt	31	10	nt	-3
O=C(COC(=O)c1ccccn1)Nc1ccc2c(c1)OCO2	2	0	-6	-3	6	6	-8	1
CC(=O)Nc1cc(C(=O)O)ccc1S(=O)(=O)c1ccc(C)cc1	0	1	0	11	-1	7	-5	-18
Cc1c(C(=O)Nc2nc3ccccc3[nH]2)oc2ccc(Br)cc12	1	-4	11	16	2	-52	-3	41
O=C(COC(=O)c1ccc(Cl)c([N+](=O)[O-])c1)NC1CCCC1	-6	-4	-6	19	0	4	4	1
CCc1nnc(NC(=O)CSc2nnc(-c3ccccc3O)n2-c2ccc(C)cc2C)s1	-6	-3	2	23	10	3	-2	-2
COc1ccc(CN2CCN(C(C)C(=O)N(C)Cc3cccc(F)c3)CC2)cc1OC (centres undefined)	2	-4	3	0	1	16	5	8
CCCOC(=O)c1c(NC(=O)CCCn2nc([N+](=O)[O-])cc2C)sc(C(=O)OC)c1C	14	0	1	14	33	7	6	18
O=C(NC1CCCCC1)c1ccc(CS(=O)Cc2ccc(Cl)cc2)o1 (centres undefined)	10	5	0	20	-6	2	4	-2
COc1ccc(NS(=O)(=O)c2cccc(NC(=O)NCCCl)c2)cc1	-4	0	-2	10	-13	2	-9	-10
S=C(NCCc1ccccc1)N1CCn2cccc2C1c1ccncc1 (centres undefined)	-2	-4	2	14	-9	3	-6	7
COC(=O)c1scc(C)c1NC(=O)CC1NCCNC1=O (centres undefined)	-12	0	5	9	-8	8	2	19
